S2 tox = viability counter-screen for ATXN expression inhibitors; S2 cells (HEK-293 line with an ATXN2-luciferase reporter) viability, CellTiter-Fluor protease fluorescence, 24 h; Potency, µM (series often up to 56.7 µM), usual class: cytotoxic; 400,000 tested, 0.49% active; note: nearly all actives have a fitted effect of over 40% in size
Nrf2 ARE act = activators of Nrf2 (ARE) signaling; AID 624171; Potency, µM (series often up to 46.1 µM), for the others: top-dose activation, most hits filed as activators; 410,000 tested, 0.31% active; AREc32 ARE-luciferase reporter (MCF7-derived line), luminescence, 24 h; note: % of control where 0% means no effect; nearly all actives have a fitted effect of over 65% in size
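AREc32 cells carrying an ARE-driven firefly luciferase, 1000 cells/well in OPTI-MEM with 5% FBS, dosed after overnight attachment and incubated 24 hr at 37 deg C. Steady-Glo luminescence read after 30 min at RT.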
TGFb SMAD3 inh = inhibitors of TGF-b signaling; HepG2 CAGA-GFP TGF-b/SMAD3 reporter, GFP fluorescence, 18 h; TGF-beta stimulated, 500 pg/mL final; Potency, µM (series often up to 46.1 µM), for inactives: at the highest dose activity, negative = inhibition, actives largely listed as inhibitors; 410,000 tested, 1.2% active; note: % is set by controls: 0 for no effect and ±100 for the full control effect; nearly all actives have a fitted effect of over 65% in size
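Read-out: total well GFP (ex488/em500-530) summed from mean per-cell fluorescence. Cells: HEPG2 CAGA-GFP, 1% FBS DMEM, 18 h at 37 degrees C with 500 pg/mL final TGF-beta. Unstimulated wells served as the full-inhibition control; stimulated DMSO wells = 0%.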
MCF10A rerep = DNA re-replication induction in MCF 10a cells; MCF 10A DNA re-replication, Hoechst nuclear intensity, 48 h; Potency, µM (highest dose often 46.1 µM), for inactives: top-dose activity, positive = re-replication, hits mostly activators; 350,000 tested, 2.9% active; AID 624296; note: % of control where 0% means no effect; nearly all actives have a fitted effect of over 50% in size
EPAC2 antag = EPAC2 (human) antagonism | AID 720708 | 360,000 tested, 0.18% active | EPAC2 GEF exchange of Rap1B-BODIPY-GDP, fluorescence | Potency, µM (titrated, usually from 114 µM), for inactives: at the highest dose activity, negative = inhibition, hits mostly inhibitors; note: % is set by controls: 0 for no effect and ±100 for the full control effect; nearly all actives have a fitted effect of over 45% in size; many of its hits are not listed in these tables
Target sequence (Q8WZA2 whole entry, looked up): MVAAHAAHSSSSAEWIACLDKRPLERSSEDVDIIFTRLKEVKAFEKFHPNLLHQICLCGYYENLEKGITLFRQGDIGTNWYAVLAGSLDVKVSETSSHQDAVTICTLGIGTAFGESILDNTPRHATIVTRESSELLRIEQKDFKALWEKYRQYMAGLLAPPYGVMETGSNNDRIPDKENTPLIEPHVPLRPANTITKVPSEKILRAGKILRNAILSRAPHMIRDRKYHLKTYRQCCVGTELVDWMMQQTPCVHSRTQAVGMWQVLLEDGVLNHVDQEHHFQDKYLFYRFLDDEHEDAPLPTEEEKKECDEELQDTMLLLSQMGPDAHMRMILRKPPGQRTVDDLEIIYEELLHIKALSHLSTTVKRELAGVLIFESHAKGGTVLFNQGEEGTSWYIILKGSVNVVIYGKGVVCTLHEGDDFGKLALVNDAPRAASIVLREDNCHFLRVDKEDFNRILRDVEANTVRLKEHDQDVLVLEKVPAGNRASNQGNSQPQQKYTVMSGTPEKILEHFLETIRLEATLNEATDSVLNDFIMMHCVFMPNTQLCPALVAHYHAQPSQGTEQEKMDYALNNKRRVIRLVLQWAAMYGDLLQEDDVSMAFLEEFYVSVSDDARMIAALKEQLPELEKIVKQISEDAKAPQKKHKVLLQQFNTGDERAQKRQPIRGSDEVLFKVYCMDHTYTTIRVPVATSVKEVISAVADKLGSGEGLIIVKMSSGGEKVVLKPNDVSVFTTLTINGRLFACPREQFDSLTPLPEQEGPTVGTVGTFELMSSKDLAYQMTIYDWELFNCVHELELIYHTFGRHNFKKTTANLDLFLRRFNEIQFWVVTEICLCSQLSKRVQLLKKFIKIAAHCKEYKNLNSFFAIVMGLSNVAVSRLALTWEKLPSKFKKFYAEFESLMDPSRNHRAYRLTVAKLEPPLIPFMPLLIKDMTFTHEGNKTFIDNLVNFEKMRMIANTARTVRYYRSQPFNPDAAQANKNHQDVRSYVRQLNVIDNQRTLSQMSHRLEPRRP
ATXN2 expr inh = ATXN2 expression inhibition. HEK-293 ATXN2-luciferase reporter, luminescence, 24 h. Potency, µM (titrated, usually from 57 µM), without a hit: top-dose activity change, negative = inhibition, actives largely listed as inhibitors. 360,000 tested, 0.72% active. AID 1745845; note: % is set by controls: 0 for no effect and ±100 for the full control effect; nearly all actives have a fitted effect of over 55% in size
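ATXN2-luciferase reporter cells (luciferase flanked by upstream and downstream ATXN2 gene portions) were treated 24 h at 37 °C with compounds at up to 57 uM. SteadyGlo luminescence gave expression; GF-AFC fluorescence gave viability.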
HepG2 viability = counter-screen for TGF-b inhibitors: cytotoxicity in HepG2 cells | HepG2 CAGA-GFP viability, ATP luminescence, 18 h | Potency, µM (top dose mostly 46.1 µM), without a hit: at the highest dose activity change, negative = cytotoxicity, hits mostly cytotoxic | 410,000 tested, 0.76% active | AID 588856; note: some results filed as inactive show a strong effect at the top dose
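HepG2 CAGA-GFP cells (1000/well, DMEM with 1% FBS) received compound, then TGF-beta at 500 pg/mL final, and were incubated 18 hours at 37 degrees C. Viability was read by CellTiter-Glo luminescence. Media-only wells were set as complete cell-killing and DMSO as no toxicity.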
Nrf2 block = Nrf2 pathway inhibition; A549 ARE-Fluc reporter, luciferase luminescence, 18-24 h; Potency, µM (doses to about 46 µM), for the others: at the top dose activity change, negative = inhibition, most hits filed as inhibitors; 360,000 tested, 2.1% active; AID 504444; note: % is set by controls: 0 for no effect and ±100 for the full control effect; nearly all actives have a fitted effect of over 60% in size
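Quantitative HTS in A549 cells stably bearing an antioxidant response element-firefly luciferase construct. Inhibition of Nrf2-driven transcription was scored by luminescence after 18-24 h of compound exposure at 37 °C.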
A549 tox = kills or reduces viability of A549 cells in Nrf2 counter-screen | Potency, µM (highest dose often 46 µM), inactives show at the top dose activity change, negative = cytotoxicity, hits mostly inhibitors | A549 ARE-Fluc cells, CellTiter-Fluor viability, 18-24 h | 390,000 tested, 0.16% active | AID 504648; note: % is set by controls: 0 for no effect and ±100 for the full control effect
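A549 ARE-Fluc cells in 5% FBS OPTI-MEM, 5000 cells/well, rested 2 h then exposed to compounds in concentration-response for 18-24 h at 37 °C. Viability by CellTiter-Fluor fluorescence (Ex 405/Em 525) after 30 min; luciferase luminescence (BugLite, 15 min, RT) read afterwards.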
An asterisk follows results filed as active; i = inactive; ? = inconclusive; nt = no result given; & = joins results of further samples; [ ] = dose if it differs, or a comment. Calls come from the whole dose curve; as a rule, active = well fitted curve in the direction sought with a large enough effect; inconclusive = small, poorly fitted or top-dose-only effect, or another doubt; inactive = no such curve, though single readings can be large; an effect the other way counts as inactive or inconclusive. Potency is the fitted concentration of half-maximal effect. An excerpt, so the mix of outcomes need not match the whole.

Field names: A = S2 tox; B = Nrf2 ARE act; C = TGFb SMAD3 inh; D = MCF10A rerep; E = EPAC2 antag; F = ATXN2 expr inh; G = HepG2 viability; H = Nrf2 block; I = A549 tox
CC(=O)[C@H]1CC[C@H]2[C@@H]3C=CC4=CC(=O)CC[C@@]4(C)[C@@H]3CC[C@]12C
  A: i; B: 0.4%; C: -4%; D: -28%; E: -20%; F: 13%&-10%; G: -21%; H: ?; I: -7%
O=C(O)c1cc(-c2ccc3ccccc3n2)nc2ccccc12
  A: i; B: 5.8%; C: 0%; D: 4%; E: 4%; F: ?; G: -23%; H: ?; I: -2%
CN(Cc1cccs1)C(=O)/C=C/c1ccccc1[N+](=O)[O-]
  A: i; B: 9.1%; C: 3%; D: -4%; E: 2%; F: 19%; G: 0%; H: 29%; I: 0%
COc1ccc2c(c1OC)C(=O)N(c1ccc(C)c(C)c1)C2=O
  A: ?; B: 0.5%; C: 4%; D: 2%; E: 2%; F: 4%; G: 0%; H: -9%; I: 1%
COc1ccc(C2C=C3CNS(=O)(=O)C3CC2OC(=O)c2cccc(C)c2)cc1 (configuration not stated)
  A: nt; B: nt; C: ?; D: nt; E: nt; F: nt; G: -37%; H: -9%; I: 1%
CC1(C(=O)NS(=O)(=O)c2ccc(C#N)cc2)CCN1C(=O)c1ccc(C2CCCCC2)cc1 (configuration not stated)
  A: i; B: -0.1%; C: 11%; D: nt; E: -15%; F: 13%; G: -2%; H: nt; I: nt
CCc1ccccc1NC(=O)c1sc2nc(C)cc(COC)c2c1N
  A: nt; B: 7.0%; C: 24%; D: nt; E: nt; F: nt; G: 2%; H: nt; I: ?
Cc1noc(C)c1COc1ccc(C(=O)N2CCN(c3ccccc3O)CC2)cc1
  A: i; B: 5.1%; C: 2%; D: -3%; E: 1%; F: nt; G: -20%; H: -23%; I: 7%
Fc1ccc(-c2csc(/C=C/c3ccc4c(c3)OCO4)n2)cc1
  A: i; B: 6.5%; C: 1%; D: 30%; E: 13%; F: nt; G: -14%; H: 5%; I: -10%
O=C(COC(=O)/C=C/c1cccc(Br)c1)NC1CCCC1
  A: i; B: 1.1%; C: -1%; D: 6%; E: 20%; F: 2%; G: 10%; H: 5%; I: 10%
CCc1noc(C)c1C(=O)N1CCCC(C(=O)c2ccc(OC)c(F)c2)C1 (configuration not stated)
  A: i; B: 0.7%; C: 4%; D: -2%; E: -5%; F: -11%; G: -1%; H: -8%; I: 2%
CCn1c(SCc2ccc(Cl)cc2)nnc1-c1ccccc1
  A: i; B: 2.4%; C: -2%; D: 2%; E: 4%; F: 16%; G: -53%; H: -20%; I: -2%
CCN(CC)c1ccc(C2C(C(N)=O)=C(C)Nc3nc(SCc4ccccc4Cl)nn32)cc1 (configuration not stated)
  A: i; B: -2.3%; C: ?; D: nt; E: nt; F: ?; G: -74%; H: -21%[9.27 µM]; I: -1%
CCOP(=O)(c1ccccc1)c1nc(-c2ccccc2Cl)oc1N1CCCCC1 (configuration not stated)
  A: ?; B: 0.7%; C: ?; D: ?; E: -14%; F: -8%; G: -70%; H: ?; I: ?
Cc1cc(C)nc(Nc2nc(C(N)Cc3ccc(Cl)cc3)cs2)n1 (configuration not stated)
  A: ?; B: -2.4%; C: 16µM*; D: nt; E: 10%; F: ?; G: -95%; H: nt; I: nt
COc1ccccc1N(C)S(=O)(=O)c1ccc(Cl)c(C(=O)OCc2c(C)noc2C)c1
  A: i; B: 2.9%; C: -6%; D: 16µM*; E: -25%; F: ?; G: -13%; H: ?; I: 0%
O=C(O)C[C@H]1c2ccc(C(F)(F)F)cc2S(=O)(=O)N1Cc1ccccc1
  A: i; B: -1.1%; C: -9%&13%; D: ?; E: 9%; F: -17%; G: -37%&36%; H: -8%; I: 1%
Cc1nn(Cc2ccccc2Cl)c(C)c1C(=O)NC1=NCCS1
  A: i; B: -0.2%; C: -4%; D: 9%; E: 5%; F: 4%; G: -15%; H: -9%; I: -6%
CC[C@@]1(C(=O)OC)N[C@H](CN(C)C(=O)C2CCCCC2)[C@@H]2C(=O)N(C)C(=O)[C@@H]21
  A: i; B: 0.2%; C: 1%; D: ?; E: 3%; F: 5%; G: 1%; H: 29%; I: -1%
CCOC(=O)c1cccc(NC(=O)NCCc2c(C)nn(C)c2C)c1
  A: i; B: -0.2%; C: 1%; D: nt; E: nt; F: 8%; G: 17%; H: nt; I: 1%
COc1ccc(Br)c2c1C(=O)CC2
  A: i; B: 0.1%; C: 13%; D: -3%; E: -3%; F: 2%; G: 3%; H: ?; I: 1%
CC(C)(C(=O)O)n1cncn1
  A: i; B: -0.4%; C: 10%; D: -2%; E: 6%; F: -7%[11.3 µM]; G: 21%; H: 2%; I: 0%
CC1NC(=O)c2cccnc2-n2c1nc1ccccc1c2=O (configuration not stated)
  A: i; B: -0.6%; C: -4%; D: nt; E: 3%; F: -6%; G: 2%; H: nt; I: nt
Cn1ccnc1Sc1ccc(/C=N/NC(=O)c2ccccc2[N+](=O)[O-])cc1[N+](=O)[O-]
  A: i; B: 0.3%; C: 2%; D: 14%; E: 1%; F: -2%; G: -8%; H: -14%; I: 5%
O=C(O)C(Cc1c[nH]c2ccccc12)N1C(=O)C2C3c4ccccc4C(c4ccccc43)C2C1=O (configuration not stated)
  A: ?; B: 2.1%; C: 4%; D: -16%; E: 14%; F: -7%; G: 0%; H: 12%; I: -1%
CC1(C)CC(=O)C2=C(C1)OC(N)=C(C#N)C2c1cn(-c2ccccc2)nc1-c1ccc(F)cc1 (configuration not stated)
  A: ?; B: 3.2%; C: ?; D: ?; E: -20%; F: -21%; G: -21%; H: 10%; I: -7%
CC1=C(C(=O)O)CC(S(=O)(=O)O)C1(C)C (configuration not stated)
  A: ?; B: 0.4%; C: -15%; D: -4%; E: 11%; F: -11%; G: -16%; H: 14%; I: -2%
COc1ccc(CCN2CCCn3c2nc2c3c(=O)n(C)c(=O)n2C)cc1OC
  A: i; B: 4.6%; C: 44%[activator]; D: 3%; E: 1%; F: -3%; G: 14%; H: 1%; I: 6%
Cn1ccnc1C(=O)C1CCCN(Cc2cn[nH]c2-c2ccc(-c3ccccc3)cc2)C1 (configuration not stated)
  A: nt; B: 5.2%; C: 1%; D: 2%; E: -1%; F: 3%; G: 3%; H: 1%; I: 3%
CC(=O)N1CCCc2cc(S(=O)(=O)N3CCN(C4CCCCC4)CC3)ccc21
  A: i; B: -0.3%; C: -5%; D: 4%; E: -4%; F: -12%; G: -10%; H: ?; I: -3%
Cc1ccc(S(=O)(=O)C(C)C(=O)c2ccc3c(c2)OCCO3)cc1 (configuration not stated)
  A: i; B: 0.4%; C: -4%; D: -1%; E: -3%; F: 15%; G: 1%; H: 0%; I: -5%
O=C(O)c1ccc(-c2ncc[nH]2)cc1
  A: i; B: 0.0%; C: ?; D: 1%; E: -10%; F: -28%; G: 2%; H: -3%; I: 1%
Cc1ccc(-c2nc3cccnc3s2)cc1NS(=O)(=O)c1cccs1
  A: i; B: 0.5%; C: -8%; D: 16µM*; E: -17%; F: 34%; G: -27%; H: 11%; I: 12%
Cc1ccccc1C(C(=O)NCc1ccco1)N(CC1CCCO1)C(=O)Cn1nnc2ccccc21 (configuration not stated)
  A: i; B: 4.0%; C: 6%; D: 11%; E: -4%; F: 2%; G: 22%; H: nt; I: 6%
COc1ccc(CNC(=O)C2CCCCN2S(=O)(=O)c2ccc(F)cc2)cc1 (configuration not stated)
  A: i; B: -0.4%; C: -1%; D: nt; E: nt; F: -15%; G: -17%; H: -6%; I: -6%
COc1cc(S(=O)(=O)NC2CCCCC2C)ccc1F (configuration not stated)
  A: i; B: -0.2%; C: 0%; D: 1%; E: ?; F: -3%; G: 4%; H: -9%; I: 1%
Cc1cccc(Nc2nc(NCc3ccco3)nc(N3CCOCC3)n2)c1
  A: i; B: 7.0%; C: 0%; D: ?; E: -11%; F: -24%; G: -45%; H: ?; I: -25%
Nc1ccn(CCCN2CCN(C(=O)C3CC3)CC2)c(=O)n1
  A: i; B: -1.0%; C: 8%; D: nt; E: 7%; F: 2%; G: 0%; H: nt; I: nt
COc1ccc(Oc2coc3c(CN4CCOCC4)c(O)ccc3c2=O)cc1
  A: i; B: 0.3%; C: 2%; D: 1%; E: 6%; F: 0%; G: -3%; H: 4%; I: -8%
Cc1ccc(-c2nc3c(cnn3-c3ccccc3)c(=O)n2-c2cccc(Cl)c2)cc1
  A: i; B: 5.7%; C: ?; D: nt; E: nt; F: -1%; G: 1%; H: -4%; I: 15%
CCCCNC(=O)CSc1nc2n[nH]c(C)c2c(=N)n1-c1cccc(C)c1
  A: nt; B: 5.9%; C: ?; D: nt; E: nt; F: nt; G: -22%; H: nt; I: -12%
O=C(CSc1nc(-c2cccs2)nc2cc(=O)[nH]n12)Nc1ccccc1F
  A: i; B: ?; C: -9%; D: nt; E: nt; F: 9%; G: -8%; H: ?; I: -4%
CC(=O)Nc1cc(-c2ccc(S(C)(=O)=O)cc2)cn2c(-c3ccc(F)cc3)cnc12
  A: i; B: 9.4%; C: 10%; D: nt; E: 5%; F: -9%; G: 3%; H: nt; I: nt
C1=NN(c2ccccc2)C=NN1c1ccccc1
  A: i; B: 5.0%; C: -8%; D: 5%; E: 13%; F: 27%; G: 2%; H: ?; I: 8%

Part of the list above, reduced to S2 tox, A549 tox and ATXN2 expr inh:
canonical_smiles	S2 tox	A549 tox	ATXN2 expr inh
COc1ccc(Br)c2c1C(=O)CC2	i	1%	2%
CC(C)(C(=O)O)n1cncn1	i	0%	-7%[11.3 µM]
CC1NC(=O)c2cccnc2-n2c1nc1ccccc1c2=O (configuration not stated)	i	nt	-6%
